# PMI act hi M6P: human PMI activators, high substrate, primary screen, biochemical, fluorescence intensity, near-saturating mannose 6-phosphate; AID 1216, 2008; coupled PMI enzyme assay, resazurin fluorescence, 20 min; stronger effect = higher value; 1 = untreated enzyme, 0 = substrate-free blank; activation factor at 20 µM; Mannose-6-phosphate isomerase (Homo sapiens), P34949; 190,000 compounds, 0.34% hits;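 active = activation factor of 2 or more at 20 µM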
#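 Material: human phosphomannose isomerase with PGI, G6PDH, diaphorase coupling enzymes; amount: PMI at 15 ng/mL final; also added: Mannose-6-phosphate 1.0 mM (near-saturating) plus 0.22 mM NADP+; incubation: enzyme reaction with compound 20 min at room temperature; signal: resorufin fluorescence (Ex 544/Em 590 nm) from resazurin via diaphorase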
# S1P3 antag: S1P3 receptor antagonists, primary screen, cell-based. CHO S1P3 NFAT-BLA reporter, FRET fluorescence, antagonist mode. inhibition, % at 4.98 µM. 170,000 compounds, 0.27% hits;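 active = inhibition above the plate cutoff, the mean inhibition of test wells on that plate plus 3 SD, cut at about 28% in these data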;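 note: cells challenged with S1P at its EC80 of 0.8 µM; blue over green emission ratio from cleaved BLA substrate after 4 h stimulation; 0% = S1P-stimulated wells and 100% = unstimulated DMSO-only wells; some compounds past the cut are filed as inactive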
# PPARg SRC-1 ag: PPARgamma agonists recruiting SRC-1 coactivator, primary screen, biochemical | PPARgamma-SRC-1 coactivator recruitment biochemical assay | activation, % at 8 µM | 200,000 compounds, 0.41% hits | Peroxisome proliferator-activated receptor gamma (Homo sapiens), P37231; in the data active = activation above about 19%;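 note: 0% = DMSO and 100% = reference agonist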
# Target sequence (P37231 whole entry, looked up): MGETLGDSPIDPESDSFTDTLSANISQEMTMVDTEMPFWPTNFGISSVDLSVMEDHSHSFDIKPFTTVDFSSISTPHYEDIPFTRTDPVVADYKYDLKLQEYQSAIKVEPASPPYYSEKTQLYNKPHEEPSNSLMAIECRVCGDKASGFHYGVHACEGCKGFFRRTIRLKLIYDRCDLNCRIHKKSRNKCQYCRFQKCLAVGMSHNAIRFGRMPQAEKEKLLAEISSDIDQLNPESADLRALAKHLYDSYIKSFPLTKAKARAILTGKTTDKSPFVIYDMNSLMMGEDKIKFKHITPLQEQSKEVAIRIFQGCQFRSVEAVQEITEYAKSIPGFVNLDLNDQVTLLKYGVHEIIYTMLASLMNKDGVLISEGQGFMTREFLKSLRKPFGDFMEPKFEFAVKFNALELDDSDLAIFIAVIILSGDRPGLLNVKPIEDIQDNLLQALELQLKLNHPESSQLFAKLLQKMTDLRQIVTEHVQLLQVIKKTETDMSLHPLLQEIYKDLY
# PPARg SRC-3 ag: PPARgamma agonists recruiting SRC-3 coactivator, primary screen, biochemical; Peroxisome proliferator-activated receptor gamma (Homo sapiens), P37231; biochemical PPARgamma/SRC-3 coactivator recruitment assay; activation, % at 8 µM; 200,000 compounds, 0.26% hits; in the data active = activation above about 23%;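 note: 0% = DMSO and 100% = reference agonist; some compounds past the cut are filed as inactive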
# TR-FRET SRC-2 ct: TR-FRET signal artefacts, primary screen, artefact control for PPARgamma SRC-2 agonist project, biochemical. TR-FRET ratio at 8 µM. TR-FRET artefact counter-screen; stronger effect = higher value. 200,000 compounds, 0.4% hits; in the data active = TR-FRET ratio above about 2000; note: inactives centre near 1500
# PPARg SRC2 recr: agonists of PPARg-SRC-2 recruitment, primary screen, biochemical, HTS; 200,000 compounds, 0.34% hits; AID 1032, 2008; PPARgamma LBD-SRC-2 recruitment; activation, % at 8 µM; in the data active = activation above about 22%;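 note: 0% = vehicle and 100% = reference agonist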
# PMI activator: activators of human PMI, primary screen, biochemical, fluorescence intensity, near-Km mannose 6-phosphate | Mannose-6-phosphate isomerase (Homo sapiens), P34949 | purified human PMI, coupled resazurin fluorescence, 20 min; stronger effect = higher value; 1 = vehicle control, 0 substrate-free wells | activation factor at 20 µM | 190,000 compounds, 0.005% hits;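 active = activation factor of 2 or more at 20 µM, relative to plate controls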
# Diaphorase act: compounds boosting diaphorase resazurin reduction – biochemical, uHTS, resorufin fluorescence, counter-screen for diaphorase-coupled primary assays, primary screen | Diaphorase/resazurin coupled assay, 16 min; stronger effect = higher value; 1 = vehicle wells, 0 = NADH-free wells | AID 1229, 2008 | activation factor at 20 µM | 190,000 compounds, 0.005% hits;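 active = diaphorase activity raised at least twofold by the compound at 20 µM; inactive = activation factor below 2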
#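 Test system: Clostridium kluyveri diaphorase, purified enzyme. Buffer or medium: 50 mM HEPES pH 7.4 buffer plus MgCl2 and Tween 20. Also added: 0.114 mM NADH and 0.1 mM resazurin, final amounts. Dosing: compound 20 µM once, DMSO 1%. Schedule: 16 min enzyme reaction, ambient temperature. Detection: fluorescence of resorufin, 544 nm excitation, 590 nm emission.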
# ROMK mod: ROMK potassium channel modulators, primary screen, cell-based, thallium flux, MLSMR library; AID 1918, 2009; B-score at 10 µM; Tet-inducible ROMK, thallium flux fluorescence; actives lie on both sides; 130,000 compounds, 2% hits;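 active = signal ratio slope over the read window, or its plate-corrected B-score, at least 3 SD from the plate mean, either direction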;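 note: B-score of the F/F0 ratio slope over 7 to 12 s after thallium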
# Target sequence (P48048 whole entry, looked up): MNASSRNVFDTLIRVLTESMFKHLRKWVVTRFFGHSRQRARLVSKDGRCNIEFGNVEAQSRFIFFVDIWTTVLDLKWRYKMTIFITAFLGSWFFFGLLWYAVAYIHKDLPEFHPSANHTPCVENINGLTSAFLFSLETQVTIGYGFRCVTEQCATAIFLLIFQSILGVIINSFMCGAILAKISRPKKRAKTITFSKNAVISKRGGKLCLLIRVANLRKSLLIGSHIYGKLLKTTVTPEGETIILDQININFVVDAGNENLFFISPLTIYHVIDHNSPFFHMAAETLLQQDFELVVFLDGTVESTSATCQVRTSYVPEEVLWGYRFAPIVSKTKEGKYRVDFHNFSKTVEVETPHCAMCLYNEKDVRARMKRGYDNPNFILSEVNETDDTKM
# G6PDH counter: L. mesenteroides G6PDH inhibitors, counter-screen for G6PDH-coupled screening assays, biochemical, Leuconostoc mesenteroides enzyme | glucose-6-phosphate dehydrogenase [Leuconostoc mesenteroides] | Purified L. mesenteroides G6PDH, diaphorase/resazurin coupled fluorescence, 45 min | inhibition, % at 5 µM | 200,000 compounds, 0.12% hits | AID 1020, 2008; in the data active = inhibition above about 50%
# Diaph inh CS: diaphorase inhibitors and chemical oxidizers, primary screen, counter-screen for diaphorase-coupled primary assays, biochemical, uHTS, resorufin fluorescence | diaphorase resazurin-to-resorufin fluorescence, NADH, 16 min; bacterial (C. kluyveri) enzyme, not human | inhibition, % at 20 µM | 190,000 compounds, 0.69% hits | AID 1217, 2008;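 active = primary screen inhibition at 20 µM above a set limit, cut at about 50% in these data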;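 note: plate controls were DMSO with full reaction for no effect and wells lacking NADH for full effect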
#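 controls = No-NADH positive control and DMSO neutral control | system = Clostridium kluyveri diaphorase enzyme | timing = reaction incubation of 16 min at room temperature | signal = resorufin fluorescence 544/590 nm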
# The depositor's hits bear a star; nt = no result given. Random draw from the library. Share with any hit: about 3.3%.
# Below each compound: PMI act hi M6P	S1P3 antag	PPARg SRC-1 ag	PPARg SRC-3 ag	TR-FRET SRC-2 ct	PPARg SRC2 recr	PMI activator	Diaphorase act	ROMK mod	G6PDH counter	Diaph inh CS
NC(=O)COC(=O)c1cc(-c2cccs2)nn1-c1ccccc1
  0.9	-22	-2	9	1715	5	0.9	0.9	0.059	6	11
CC1CN(C(=O)c2cn3ccccc3n2)CC(C)O1 (stereo not given)
  1	6	9	2	1630	9	0.9	0.9	1.1	14	11
CC(C)(C)SCCNC(=O)/C=C/c1ccc(F)cc1
  1	12	-1	-3	1520	8	0.9	0.8	-0.16	9	15
CN(C)S(=O)(=O)c1cccc(C(=O)NCc2cccs2)c1
  1	nt	-4	-2	1372	4	0.9	0.9	-0.83	6	14
Cc1ccccc1NS(=O)(=O)c1cc(C(=O)Nc2cccc(N(C)S(C)(=O)=O)c2)ccc1C
  0.9	nt	-3	-5	1562	3	0.9	0.7	nt	0	30
NC(=O)CC[C@@H]1NC(=O)C(Cc2ccc(O)cc2)NC(=O)c2cc([N+](=O)[O-])cc(F)c2NCCC[C@@H](C(N)=O)NC1=O (stereo not given in full)
  0.9	-18	5	0	1591	5	0.9	0.9	0.45	-2	9
O=[N+]([O-])c1ccc(/C=N/n2c(CO)nc3ccccc32)s1
  1	1	2	5	1623	0	1	0.9	nt	-12	11
COC(=O)NCC12CC3CC(C1)CC(CNC(=O)OC)(C3)C2
  0.9	nt	-4	-1	1627	11	1	0.7	-0.038	7	25
CC1CCN(S(=O)(=O)c2cccc(C(=O)O)c2)CC1
  1.1	nt	7	0	1616	-1	1	0.9	-0.61	-6	14
C/C(=N\NC(=O)c1c(Cl)c(C)nn1C)c1ccc(NC(=O)c2ccncc2)cc1
  1.1	-1	6	5	1494	6	1.1	1	0.17	-2	-4
CCOc1ccc2nc(NC(NC(C)=O)(C(=O)OC)C(F)(F)F)sc2c1 (stereo not given)
  0.8	nt	10	-1	1537	-1	0.9	0.8	nt	7	19
CCOc1ccccc1C=Nc1ccccc1C(=O)Nc1ccccc1
  0.9	3	0	2	1425	1	0.8	0.8	-0.005	5	16
CC1CCCCN1S(=O)(=O)c1ccc(NC(=O)c2ccco2)cc1 (stereo not given)
  1.1	nt	3	6	1647	2	1	0.9	-0.85	5	10
CCOC(=O)c1ccc(N=C2SC(C(=O)NC)CC(=O)N2Cc2ccc(F)cc2)cc1 (stereo not given)
  1.1	3	13	6	1779	10	1.1	1	-0.26	6	-1
CCOC(=O)N/N=C/c1cccc(Cl)c1Cl
  1.1	-7	-6	1	1445	-5	1.1	1	-0.73	-1	5
COc1ccc(N2C(=O)C3C4C=CC(CC4)C3C2=O)c([N+](=O)[O-])c1 (stereo not given)
  0.9	nt	3	-7	1688	8	1	0.9	-1.1	2	5
CCOC(=O)c1sc2ncn(/N=C/N(C)C)c(=O)c2c1C
  1	26	1	-1	1640	-2	1	0.9	nt	-13	12
Cc1ccc(N(CC(N)=O)C2SC(=O)N(Cc3ccccc3)C2=O)cc1 (stereo not given)
  1	-6	8	-7	1511	-6	0.9	0.7	1	-2	27
O=C(Cn1cnc2c(cnn2-c2ccc(F)cc2)c1=O)N1CCN(c2ccccc2F)CC1
  1	-23	-1	-5	1614	-2	0.9	0.8	nt	-1	18
O=C(c1ccc2c(c1)OCO2)N1CCN=C1SCc1cccnc1
  1	3	-3	-7	1444	-13	1	1	nt	4	1

# Below each compound: PMI act hi M6P	S1P3 antag	PPARg SRC-1 ag	PPARg SRC-3 ag	TR-FRET SRC-2 ct	PPARg SRC2 recr	PMI activator	Diaphorase act	ROMK mod	G6PDH counter	Diaph inh CS
CC(C(=O)OCC(=O)Nc1cccc(S(=O)(=O)N2CCOCC2)c1)N1C(=O)c2ccccc2C1=O (stereo not given)
  1.1	1	9	0	1687	2	1.1	0.9	2.1	4	6
COc1ccccc1CNC(=O)C(=O)NCC1CCCO1 (stereo not given)
  1.1	nt	0	-8	1448	-8	1	1.1	nt	2	-8
O=C1N/C(=N\N=C\c2cccs2)SC1Cc1ccc(Cl)cc1Cl (stereo not given)
  1	-8	4	0	1367	3	0.9	0.9	nt	0	8
Cc1cc(NC(=O)CSc2c(C)[nH]c3ccccc23)no1
  1	6	8	8	1571	-1	1	0.9	nt	-10	10
Nc1n[nH]c(N)c1N=Nc1ccc(F)cc1
  1	-16	11	9	1887	12	1.1	1.1	0.59	-4	-8
CCSc1cc(N2CCOCC2)nc(-c2ccccc2)n1
  0.9	6	-1	-2	1430	8	0.9	0.8	0.81	-5	22
CC(=O)c1ccc(Oc2nc3c(c(=O)n(C)c(=O)n3C)n2C)cc1
  1	6	4	7	1806	5	1.1	0.9	0.098	3	5
Brc1cc2c(cc1/C=N/Nc1nc(N3CCOCC3)nc(N3CCOCC3)n1)OCO2
  0.9	-9	-6	-1	1554	2	0.9	0.9	nt	-24	11
N#Cc1ccc(COC(=O)c2ccccn2)cc1
  1	-6	9	1	1324	-3	1	1	-0.89	6	3
CCOC(=O)c1ccc(NC(=O)C2(c3ccc(Cl)cc3)CCCC2)cc1
  0.8	nt	-3	-1	1595	-5	0.8	0.8	nt	3	21
CC(=O)Nc1cc(C(=O)N2CCc3ccccc3C2)ccc1Sc1ccc(F)cc1
  0.9	-7	1	1	1408	-1	0.9	0.9	-0.32	-3	12
COCCNc1nc2nonc2nc1NC(C)c1ccccc1Cl (stereo not given)
  1	-4	1	-3	1622	3	1	0.8	1	4	18
COc1cccc(/C=C/C(=O)N2CCN(c3n[nH]c(=O)[nH]c3=O)CC2)c1OC
  1.1	-18	7	4	1644	9	1.1	1	-0.27	3	3
Cc1cccc(N2C(=O)CS/C2=N\NC(=O)c2cccnc2)c1C
  nt	-11	6	-1	1432	0	nt	nt	-0.059	10	nt
Cn1c(=O)c2[nH]c(NCCCN3CCOCC3)nc2n(C)c1=O
  1	nt	-5	-6	1497	0	0.9	1	-0.027	24	4
Cc1ccc(NC(=S)N2CCN(C)CC2)c(C)c1
  1	-23	7	4	1573	-6	1.1	0.9	-0.59	3	11
COc1ccc(CNC(=O)COC(=O)CCC2CCCCC2)cc1
  1	-15	-13	0	1356	-8	0.9	0.9	nt	-2	12
CCOC(=O)C1=NNC2C(=O)N(C3CCCCC3)C(=O)C12 (stereo not given)
  1	nt	4	-4	1601	0	1	0.9	nt	2	10
CC(NS(=O)(=O)/C=C/c1ccccc1)C(=O)NCCc1ccc(S(N)(=O)=O)cc1 (stereo not given)
  0.9	-24	9	-1	1690	-2	1	1	-0.24	3	-1
Cc1ccc(N2C(=O)Nc3ccc(Br)cc3C2(O)C(=O)NCCCN(C)C)cc1C (stereo not given)
  1	nt	-8	-11	1428	4	1	0.9	-0.099	9	5

# 4 entries from above, field by field:
compound: CCOC(=O)c1ccc(NC(=O)C2(c3ccc(Cl)cc3)CCCC2)cc1
  PMI act hi M6P: 0.8
  S1P3 antag: nt
  PPARg SRC-1 ag: -3
  PPARg SRC-3 ag: -1
  TR-FRET SRC-2 ct: 1595
  PPARg SRC2 recr: -5
  PMI activator: 0.8
  Diaphorase act: 0.8
  ROMK mod: nt
  G6PDH counter: 3
  Diaph inh CS: 21

compound: CC(=O)Nc1cc(C(=O)N2CCc3ccccc3C2)ccc1Sc1ccc(F)cc1
  PMI act hi M6P: 0.9
  S1P3 antag: -7
  PPARg SRC-1 ag: 1
  PPARg SRC-3 ag: 1
  TR-FRET SRC-2 ct: 1408
  PPARg SRC2 recr: -1
  PMI activator: 0.9
  Diaphorase act: 0.9
  ROMK mod: -0.32
  G6PDH counter: -3
  Diaph inh CS: 12

compound: COCCNc1nc2nonc2nc1NC(C)c1ccccc1Cl (stereo not given)
  PMI act hi M6P: 1
  S1P3 antag: -4
  PPARg SRC-1 ag: 1
  PPARg SRC-3 ag: -3
  TR-FRET SRC-2 ct: 1622
  PPARg SRC2 recr: 3
  PMI activator: 1
  Diaphorase act: 0.8
  ROMK mod: 1
  G6PDH counter: 4
  Diaph inh CS: 18

compound: COc1cccc(/C=C/C(=O)N2CCN(c3n[nH]c(=O)[nH]c3=O)CC2)c1OC
  PMI act hi M6P: 1.1
  S1P3 antag: -18
  PPARg SRC-1 ag: 7
  PPARg SRC-3 ag: 4
  TR-FRET SRC-2 ct: 1644
  PPARg SRC2 recr: 9
  PMI activator: 1.1
  Diaphorase act: 1
  ROMK mod: -0.27
  G6PDH counter: 3
  Diaph inh CS: 3

# More entries.
compound,PMI act hi M6P,S1P3 antag,PPARg SRC-1 ag,PPARg SRC-3 ag,TR-FRET SRC-2 ct,PPARg SRC2 recr,PMI activator,Diaphorase act,ROMK mod,G6PDH counter,Diaph inh CS
O=C(NC1CCCCCCC1)C1CCN(S(=O)(=O)N2CCCC2)CC1,1,2,1,4,1476,5,1,0.8,-0.6,2,15
Cc1c(Cl)cccc1N1C(=O)c2ccccc2C1=O,0.9,0,1,3,1612,3,0.9,0.8,nt,-15,18
CC(C)NS(=O)(=O)c1ccc(OCC(=O)Nc2ccc3c(c2)OCO3)cc1,1.2,-1,3,-2,1499,-10,1.1,1,-0.15,5,5
CC(C)(CO)C(O)C(=O)NCCC#N (stereo not given),1,-10,-2,-4,1413,-6,1,0.9,0.33,-1,6
Cc1cccc(-n2cc(-c3ccc([N+](=O)[O-])cc3)[nH]c2=S)c1,1.2,-2,-1,2,1472,3,1.1,1.1,nt,-4,-12
CCOC(=O)Cn1cncc1-c1ccc([N+](=O)[O-])cc1,1,8,8,1,1545,2,1,0.9,0.6,17,7
CC(C)N(Cc1ccccc1)C(=S)Nc1cccnc1,1.1,-11,3,1,1464,1,1,1,-1,-4,0
COc1ccc(OC)c(S(=O)(=O)Nc2ccc(F)cc2)c1,0.9,nt,7,9,1674,7,0.9,0.8,1.7,-2,18
Cc1nc2cncc(Br)c2n1C,1,4,-4,3,1448,-5,1.1,0.9,-0.23,5,7
O=S(=O)(Nc1ncccn1)c1ccc(Nc2ncnc3ccccc23)cc1,0.9,5,4,-3,1442,3,0.9,0.8,-1.1,-19,18

# Source: PubChem BioAssay (several laboratories)
